GPR151 ag = human GPR151 activation; Q8TDV0; PathHunter beta-arrestin GPR151 cells, luminescence; activation, % at 11.2 µM; actives 1% (n = 650,000); in the data active = activation above about 4.9%;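 also: 0% = median of compound wells and 100% = cells with positive control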
Target sequence (Q8TDV0 whole entry, looked up): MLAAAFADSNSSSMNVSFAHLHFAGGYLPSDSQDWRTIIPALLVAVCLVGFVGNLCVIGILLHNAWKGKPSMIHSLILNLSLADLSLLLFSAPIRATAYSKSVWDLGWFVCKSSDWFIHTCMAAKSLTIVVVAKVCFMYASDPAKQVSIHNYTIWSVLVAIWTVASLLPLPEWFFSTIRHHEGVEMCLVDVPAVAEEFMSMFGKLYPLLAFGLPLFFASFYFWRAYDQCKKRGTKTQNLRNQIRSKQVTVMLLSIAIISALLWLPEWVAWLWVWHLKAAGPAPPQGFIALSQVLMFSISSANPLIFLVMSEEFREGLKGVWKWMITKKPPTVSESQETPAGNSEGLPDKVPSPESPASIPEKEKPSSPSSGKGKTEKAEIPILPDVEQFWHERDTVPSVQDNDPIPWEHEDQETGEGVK
FBW7 activator = human FBW7 E3 ligase activation, primary screen; AID 1259310; normalized activity (activation), % at 26.1 µM; AlphaScreen FBW7–phospho-cyclin E peptide binding, activator screen; actives 0.13% (n = 650,000); Q969H0; in the data active = normalized activity above about 1.9%;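 also: purified mutant Fbw7 with reduced substrate affinity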
TEAD-YAP inh = TEAD-YAP interaction inhibition; actives 1.4% (n = 640,000); HEK-TIYL cells, TEAD-Gal4/YAP UAS-luciferase luminescence; inhibition, % at 9.12 µM; in the data active = inhibition above about 32%;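 also: 0% = median of test compound wells and 100% = reference inhibitor wells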
MITF inh = human MITF inhibition, primary screen. O75030. AlphaScreen MITF homodimerization, bead proximity signal. actives 0.91% (n = 650,000). inhibition, % at 2.6 µM; in the data active = inhibition above about 50%;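 also: 0% = vehicle wells with protein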
Target sequence (O75030 whole entry, looked up): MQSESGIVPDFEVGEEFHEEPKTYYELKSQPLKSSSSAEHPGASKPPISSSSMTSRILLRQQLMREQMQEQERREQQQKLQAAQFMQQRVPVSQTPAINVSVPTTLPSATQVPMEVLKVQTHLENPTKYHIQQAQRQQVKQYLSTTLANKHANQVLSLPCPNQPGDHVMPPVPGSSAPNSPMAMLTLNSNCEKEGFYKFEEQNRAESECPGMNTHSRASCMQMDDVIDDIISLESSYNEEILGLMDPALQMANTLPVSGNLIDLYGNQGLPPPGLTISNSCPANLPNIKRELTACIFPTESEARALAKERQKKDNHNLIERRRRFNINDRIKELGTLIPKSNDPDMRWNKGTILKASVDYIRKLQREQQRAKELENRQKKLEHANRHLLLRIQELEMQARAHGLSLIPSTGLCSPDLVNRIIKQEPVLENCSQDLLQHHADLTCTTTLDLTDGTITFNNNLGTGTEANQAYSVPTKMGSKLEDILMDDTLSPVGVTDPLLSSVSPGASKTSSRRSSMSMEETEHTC
The depositor's hits bear a star.

SMILES | GPR151 ag | FBW7 activator | TEAD-YAP inh | MITF inh
CC(C)(C)c1ccc(C(=O)NCC(=O)N/N=C/c2cccc(Cl)c2)cc1 | 0.3 | 0.1 | 8 | -9
CC(C)C(=O)Nc1c2c(nn1-c1ccc(Cl)cc1)CSC2 | 0.4 | -0.1 | 10 | 4
O=C1c2cc(Cl)c(Cl)cc2C(=O)N1c1cccc2cccnc12 | 0.2 | 0.4 | -6 | 17
O=C(NCC1CCCO1)C1CCN(c2cnccn2)CC1 (stereo not drawn) | 1.0 | 0.0 | 1 | -2
CN1Cc2cccc(C(=O)NC3(c4ccc5c(c4)OCO5)CCCC3)c2C1=O | 0.3 | 1.1 | 13 | 14
O=C(Nc1ccc(Br)cc1)c1ccc([N+](=O)[O-])o1 | 1.4 | 0.3 | 9 | 10
CC(=O)C(Cc1ccccc1)NC(=O)CN(C)c1ccc2ccccc2c1 (stereo not drawn) | 1.0 | 0.0 | 2 | 0
CCOc1nc2c(ncn2C)c(=O)n1C | 2.4 | -0.1 | 2 | -2
NS(=O)(=O)c1ccc(NC(=O)CSC2=NCCS2)cc1 | 0.4 | 0.1 | 15 | 12
Oc1cccc(/C=N/Nc2ccc(Cl)nn2)c1 | -0.9 | -0.1 | -22 | 1
O=C(CN1C(=O)NC2(CCc3ccccc32)C1=O)NCCCN1CCCC1=O (stereo not drawn) | 2.3 | -0.2 | 13 | -6
CCOC(=O)C1C(=O)NC(c2ccccc2)=NC1c1cccc(Br)c1 (stereo not drawn) | 3.2 | 0.0 | 4 | -11
Cc1cccc(Oc2ccc(Cl)cc2N)c1 | 0.5 | -0.1 | -26 | 2
Cc1ccc(NC(=O)NCC2(O)CCCC2)cc1C | 7.5* | -0.1 | -29 | 12
COc1ccc(-n2nc([N+](=O)[O-])c(=Nc3ccccc3)n2O)cc1 | -0.4 | -0.1 | 54* | 11
O=C(CCCC1=NS(=O)(=O)c2ccccc2N1)NCc1ccccc1Cl | -0.8 | 0.1 | 6 | 6
CCCOC(=O)c1cccc(NC(=O)C(C)(C)C)c1 | 0.0 | 0.0 | 3 | -22
N#CC(CC(=O)c1ccc(F)cc1)c1ccc2c(c1)OCO2 (stereo not drawn) | -0.6 | -0.1 | -6 | -7
COc1ccc2oc(=O)c(-c3nc4ccccc4s3)cc2c1 | -1.6 | -0.1 | -18 | -3
O=C(/C=C/N1CCOCC1)C(F)(F)F | -0.5 | 0.0 | -4 | -10
COc1ccc(C(OCC2OC(n3cc(C)c(=O)[nH]c3=O)CC2O)(c2ccccc2)c2ccc(OC)cc2)cc1 (stereo not drawn) | -1.1 | -0.1 | 9 | 5
CC(C)N1C(=O)/C(=C2/C(=O)N(C)c3ccccc32)SC1=S | 1.8 | 0.7 | -10 | -5
CCOc1ccccc1C(=O)Nc1ccc2nc(N3CCCCC3)cc(C)c2c1 | 0.2 | 0.4 | -17 | -2
Cc1ccc(S(=O)(=O)N2CCc3ccccc3C2CC(=O)O)cc1 (stereo not drawn) | -0.8 | -0.1 | 0 | -12
Cc1cc(C)c(NC(=O)c2cc3cc(Br)ccc3oc2=O)c(C)c1 | 0.2 | 0.1 | 6 | -2
Cc1ccc2oc(-c3ccc(NCc4cc(Cc5ccccc5)ccc4O)cc3)nc2c1 | -0.3 | 0.0 | -7 | 15
Cn1nnnc1SCC(=O)N(C1CCCCC1)C1CCS(=O)(=O)C1 (stereo not drawn) | -0.2 | 0.1 | -2 | 2
NC(=O)/C(=C/c1ccc(Br)cc1)NC(=O)c1ccco1 | 0.2 | -0.2 | 0 | -20
COc1ccc(C)cc1NC(=O)CSc1nc(C)nc2sc(C)c(C)c12 | -0.6 | -0.1 | -5 | 3
Cc1ccc(C2CC(=O)NC(SCC(=O)NCc3ccccc3)=C2C#N)cc1 (stereo not drawn) | 1.4 | 0.0 | 5 | 6
CS(=O)(=O)N(CC(=O)Nc1ccc(F)c(Cl)c1)c1ccc(F)c(Cl)c1 | -0.4 | 0.0 | 5 | 13
CC(C)COc1ccc(C(=O)N2C(=O)c3ccc(N)cc3C2=O)cc1 | 0.2 | 0.1 | -1 | 4
COc1ccccc1CCNS(=O)(=O)c1cc2c3c(c1)CC(=O)N3CCC2 | 0.7 | -0.1 | 2 | 2
O=C(NCCCOc1cccc2cccnc12)c1ccc2c(c1)OCO2 | -0.3 | -0.2 | -1 | 3
COc1ccc(/C=C/C2=NC(=C\c3cccc(OC)c3)/C(=O)O2)cc1 | 0.1 | 0.0 | 4 | -1
CCOc1ccc(NC(=O)CSc2nc3ccsc3c(=O)n2CCCCCC(=O)O)cc1 | -0.9 | 0.2 | -6 | -1
COCCN1C(=O)/C(=C/c2cc(Br)ccc2O)SC1=S | 1.8 | -0.1 | 11 | -1
CC1(c2ccccc2Cl)NC(=O)N(CC(=O)Nc2cccc(C#N)c2)C1=O (stereo not drawn) | -0.3 | -0.1 | 12 | 0
Cc1ccc(Nc2nc(Cl)nc(Nc3ccc(C)c(C)c3)n2)cc1C | -0.6 | 0.1 | -2 | -10
COc1ccc(CCNc2nc(Nc3ccncc3)nc3nc[nH]c23)cc1 | 0.0 | -0.1 | 44* | 2
COc1ccc(C2Nc3ccccc3C(=O)N2Cc2ccccc2)cc1CSc1nc2ccccc2s1 (stereo not drawn) | -1.6 | 0.3 | -7 | 20
C=CCn1c(O)c(/C=C2\C=CC=N2)c(=O)[nH]c1=S | -0.5 | -0.1 | 17 | 40
CCOc1ccc(C=Nc2ccccc2)c(O)c1 | -1.6 | 0.1 | 12 | 4
Cc1oc2cc(OC(=O)CNC(=O)OC(C)(C)C)ccc2c(=O)c1-c1ccccc1 | 1.5 | -0.4 | -11 | 11
O=[N+]([O-])/C(CN1CCCCC1)=C1/CCCCCN1 | 2.1 | -0.2 | 8 | 9
COc1cc(/C=C2/C(=O)N(c3cccc(C(F)(F)F)c3)N=C2C)cc(I)c1O | 1.0 | -0.5 | 1 | -1
COCCn1c(NC(=S)NC(=O)C23CC4CC(CC(C4)C2)C3)cc(=O)[nH]c1=O | 0.9 | -0.2 | -10 | -10
CC(=O)NCCn1c(SCC(=O)O)nc2ccccc2c1=O | -1.7 | -0.3 | 0 | -10
COC(=O)C1=C(C)N=C2SCC(=O)N2C1c1ccc(O)c(OC)c1 (stereo not drawn) | -0.5 | 0.2 | 5 | 9
O=C(Nc1c2c(nn1-c1ccc(Cl)cc1)CS(=O)(=O)C2)C1(c2ccc(Cl)cc2)CCCC1 | 0.1 | 0.2 | -9 | 12
Next section
SMILES | GPR151 ag | FBW7 activator | TEAD-YAP inh | MITF inh
O=C(NC1CCCCCC1)c1cc(Sc2ccccc2Cl)nc2ccccc12 | -0.7 | -0.1 | -26 | -9
COc1ccc(OCCSc2nc3ccccc3n2CC(N)=O)cc1 | 0.6 | -0.1 | -24 | 7
O=C(CCCCn1c(=O)c2ccccc2n(Cc2ccc(F)cc2Cl)c1=O)NCc1cccs1 | -0.8 | -0.1 | -6 | -7
COc1cc(C2CC(=O)Nc3c2ccc2ccccc32)cc(Br)c1OC (stereo not drawn) | 0.9 | -0.1 | 1 | 5
CC1(C)CC(N2C(=O)c3ccccc3C2=O)CC(C)(C)N1 | 0.2 | 0.1 | 13 | 3
Cc1ccc(Cc2c(C)nc3c(C(=O)NC4CCCCC4)cnn3c2C)cc1 | 1.4 | -0.1 | -10 | 6
C/C(CC(=O)Nc1ccc2c(c1)OCCO2)=N\NC(=O)c1ccc(Cl)cc1 | 2.0 | -0.1 | -17 | 4
Cn1c(=O)c2c(nc(CN3CCc4ccccc4C3)n2CC(N)=O)n(C)c1=O | -1.7 | -0.2 | -6 | -11
Cn1c(CCNC(=O)c2ccc(Cl)cc2)nc2ccccc21 | -2.7 | 0.6 | -5 | 0
Cc1cc(C(=O)Nc2nc(-c3ccccc3)c(-c3ccccc3)s2)n(C)n1 | -0.3 | -0.1 | -2 | -2
Cc1c2n(c3ccccc13)CCNC2c1ccccc1 (stereo not drawn) | -1.1 | -0.2 | -11 | -8
COCCN1C(=O)CC(CC(=O)NCc2csc(C)n2)(c2ccccc2C)C1=O (stereo not drawn) | 1.0 | 0.1 | -5 | -7
COc1cccc(NC(=O)c2nn(-c3cccc(OC)c3)c(=O)c3ccccc23)c1 | 2.0 | 0.1 | -3 | 3
Cc1ccc(C)c(Cc2c(C)nc3c(C(=O)NCCC(C)C)cnn3c2C)c1 | 1.4 | 0.0 | 4 | 0
O=C(c1coc2nc3ccccc3nc12)N1CCN(c2ccccc2)CC1 | -5.1 | 0.0 | 2 | 7
COc1ccc(CC(=O)Nc2cc(=O)n(C)c(=O)n2C)cc1OC | 2.2 | -0.2 | -9 | -9
Cc1cc(C(=O)NCc2ccccc2)n(-c2ccccc2)n1 | 0.0 | 0.1 | -1 | 5
O=C(c1cccs1)N1CCC[C@H]1[C@H](O)c1nc2ccccc2s1 | 0.0 | -0.1 | -7 | 4
COc1ccc(-c2cn3c(C)c(C(=O)Nc4cccc(OC)c4)sc3n2)cc1 | 0.0 | 0.2 | 6 | -5
CCOC(=O)c1ccc(NC(=O)CC2C(=O)N(c3ccc(OC)cc3)C(=S)N2CCCN2CCN(CC)CC2)cc1 (stereo not drawn) | -0.7 | 0.0 | -11 | -6
O=C(O)c1cccc(NC(=O)c2ccc3c(c2)C(=O)N(c2ccccn2)C3=O)c1 | -0.9 | 0.1 | 4 | 13
Cc1cc(S(=O)(=O)N(C)Cc2ccccc2)ccc1Cl | 1.0 | 0.5 | 10 | -15
COc1ccc(C(=O)Nc2ccc3nn(-c4ccccc4)nc3c2)cc1OC | -0.2 | -0.1 | 6 | 5
COc1cc(NC(=O)C2CCCN2S(=O)(=O)c2cccc3cccnc23)cc(OC)c1 (stereo not drawn) | -1.1 | 0.1 | -22 | 14
O=C(NCc1ccccc1)c1ccc(NC(=O)c2cccc([N+](=O)[O-])c2)cc1 | 2.4 | -0.1 | 20 | 3
Cc1ccccc1NC(=O)COc1ccc(C)c([N+](=O)[O-])c1 | 0.4 | -0.1 | -7 | 3
N/C(Cc1ccc([N+](=O)[O-])cc1)=N\OC(=O)Cc1ccc(Cl)cc1 | 0.3 | -0.2 | -10 | 35
CCOC(=O)c1ccc(NC(=O)CSc2nc(C(F)(F)F)cc(=O)[nH]2)cc1 | 1.4 | 0.2 | 14 | 7
CC(=O)N1CCN(C(=O)COc2ccc(Br)cc2)CC1 | -1.1 | 0.5 | -2 | 53*
NCCCC[C@@H]1NC(=O)[C@H]2CN(S(=O)(=O)c3ccccc3F)CCN2C1=O | 0.3 | 0.0 | 11 | -6
COC(=O)c1cc2sc(Cl)cc2n1C | 0.4 | 0.6 | 3 | 7
CC(C)(C)c1ccc(-c2nc3cc(NC(=O)c4cccc(Cl)c4Cl)ccc3o2)cc1 | 2.5 | 0.8 | 14 | 2
CS(=O)(=O)NCCSc1nnnn1-c1ccccc1 | 1.1 | -0.1 | 7 | 55*
COc1ccccc1C(=O)Nc1ccc2nc(SCC(=O)NCC3CCCO3)sc2c1 (stereo not drawn) | -1.4 | 0.0 | -17 | 12
N#C/C(=C\c1ccccc1C(F)(F)F)C(=O)Nc1nccs1 | -0.1 | 0.0 | -3 | 6
CCOC(=O)c1ccc(N2C(=O)CC(NCc3ccc(OC)cc3)C2=O)cc1 (stereo not drawn) | -0.7 | 0.0 | -7 | 3
CC(C)CC(NC(=O)COc1ccccc1)C(=O)O (stereo not drawn) | 0.4 | 0.1 | 0 | -25
CCn1nc(C(=O)OCC(=O)Nc2cc([N+](=O)[O-])ccc2F)c2ccccc2c1=O | -1.3 | 0.2 | -2 | 4
CCOC(=O)c1ccc(NC(=O)c2sc(NC(=O)c3ccccc3)c(C(=O)OCC)c2C)cc1 | 1.5 | 0.1 | 3 | -3
COCCNC(=O)C1c2cc(OC)c(OC)cc2C(=O)N(C)C1c1cccs1 (stereo not drawn) | 0.0 | -0.1 | -8 | 4
COc1ccc(Br)cc1/C=N/NC(=O)c1ccc(C)nc1 | -0.7 | 0.5 | 1 | 1

Bioassay records (PubChem BioAssay)
